# Compound activity from PubChem BioAssay.
# GPR151 activ – activators of human GPR151, primary screen, cell-based, PathHunter beta-arrestin, luminescence; G-protein coupled receptor 151 (Homo sapiens), Q8TDV0; PathHunter beta-arrestin GPR151 cells; activation, % at 11.2 µM; hit rate 1% among 650,000; AID 1508602, 2020; in the data active = activation above about 4.9%;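 also: 0% = median of compound wells and 100% = cells with positive control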
# Target sequence (Q8TDV0 whole entry, looked up): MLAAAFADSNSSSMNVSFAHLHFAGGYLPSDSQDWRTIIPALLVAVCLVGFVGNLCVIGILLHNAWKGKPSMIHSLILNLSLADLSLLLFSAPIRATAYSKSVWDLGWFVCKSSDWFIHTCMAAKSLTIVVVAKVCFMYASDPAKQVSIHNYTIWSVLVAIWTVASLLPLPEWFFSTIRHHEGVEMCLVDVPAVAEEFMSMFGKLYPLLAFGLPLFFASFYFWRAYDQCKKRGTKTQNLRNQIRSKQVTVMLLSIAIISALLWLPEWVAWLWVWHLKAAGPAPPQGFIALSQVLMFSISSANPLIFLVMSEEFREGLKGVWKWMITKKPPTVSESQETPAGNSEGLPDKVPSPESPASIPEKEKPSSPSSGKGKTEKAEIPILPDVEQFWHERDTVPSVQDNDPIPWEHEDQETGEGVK
# MITF inh – MITF inhibitors, primary screen, biochemical, AlphaScreen, human; hit rate 0.91% among 650,000; inhibition, % at 2.6 µM; AlphaScreen MITF homodimerization, bead proximity signal; Microphthalmia-associated transcription factor (Homo sapiens), O75030; AID 1259374, 2018; in the data active = inhibition above about 50%;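 also: 0% = vehicle wells with protein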
# Target sequence (O75030 whole entry, looked up): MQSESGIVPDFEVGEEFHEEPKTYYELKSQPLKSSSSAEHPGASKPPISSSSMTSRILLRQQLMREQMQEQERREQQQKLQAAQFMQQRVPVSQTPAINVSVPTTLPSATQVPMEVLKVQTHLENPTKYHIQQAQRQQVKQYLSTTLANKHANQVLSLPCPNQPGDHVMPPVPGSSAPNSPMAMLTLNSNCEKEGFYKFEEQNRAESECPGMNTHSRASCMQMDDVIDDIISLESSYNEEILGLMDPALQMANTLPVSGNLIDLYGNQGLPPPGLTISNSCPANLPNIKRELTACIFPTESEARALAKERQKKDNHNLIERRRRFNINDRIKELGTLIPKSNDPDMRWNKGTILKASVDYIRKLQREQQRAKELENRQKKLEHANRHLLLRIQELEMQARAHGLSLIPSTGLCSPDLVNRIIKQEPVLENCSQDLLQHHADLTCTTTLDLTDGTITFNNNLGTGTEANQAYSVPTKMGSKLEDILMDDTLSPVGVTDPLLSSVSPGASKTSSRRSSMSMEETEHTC
# TEAD-YAP block – TEAD-YAP interaction inhibition, primary screen, TEAD-YAP interaction inhibitor project, luminescence, HEK-TIYL cells; inhibition, % at 9.12 µM; hit rate 1.4% among 640,000; TEAD-Gal4/YAP UAS-luciferase luminescence; in the data active = inhibition above about 32%;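 also: 0% = median of test compound wells and 100% = reference inhibitor wells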
# FBW7 act – FBW7 E3 ligase activators, primary screen, biochemical, AlphaScreen, human. normalized activity (activation), % at 26.1 µM. AlphaScreen FBW7–phospho-cyclin E peptide binding, activator screen. hit rate 0.13% among 650,000. AID 1259310, 2017; in the data active = normalized activity above about 1.9%;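 also: purified mutant Fbw7 with reduced substrate affinity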
# * marks the source's active call; other numbers are inactive results.
SMILES,GPR151 activ,MITF inh,TEAD-YAP block,FBW7 act
O=C1Nc2ccc(S(=O)(=O)Nc3ccc(NS(=O)(=O)c4ccc5c6c(cccc46)C(=O)N5)cc3)c3cccc1c23,0.6,22,0,0.2
Cc1cc(C)c(C(=O)Oc2ccc3c(=O)c(Oc4cc(C)ccc4C)coc3c2)c(C)c1,-0.3,3,1,0.1
CC1(C)CC(=O)C(C=NC(CCC(N)=O)C(=O)O)=C(O)C1 (stereo unspecified),1.7,-5,-1,-0.1
O=[N+]([O-])c1ccc(O)c(/C=N/c2nc3cc(Cl)ccc3o2)c1,1.5,1,4,0.0
O=C(Cn1c(=O)n(Cc2ccc(F)cc2)c(=O)c2cccnc21)Nc1cccc(Cl)c1,2.4,8,2,0.1
COc1ccc(Br)cc1/C=C1\N=C(c2ccccc2F)OC1=O,1.3,6,4,0.0
CCSc1nc2sccn2c(=O)c1C(=O)NCc1ncc(C(F)(F)F)cc1Cl,-0.4,20,11,0.0
CN(Cc1ccccc1)CN1C(=O)c2ccccc2C1=O,-1.5,10,-4,0.6
COc1ccc(C(=O)N/N=C/c2c(C)nn(-c3ccccc3)c2C)cc1,-0.7,16,-1,-0.1
O=C(Cn1c(=O)oc2ccccc21)Nc1cccc(C(F)(F)F)c1,3.0,6,5,0.0
O=C1[C@H]2CN(Cc3cccs3)CCN2C(=O)[C@H]2CCCN12,-0.4,-6,0,0.2
CCC(=O)c1ccc(OC(=O)c2cc3ccccc3oc2=O)cc1,0.1,-10,3,-0.1
Cc1cc(NCCO)nc(-c2ccc(C(N)=O)cc2)n1,1.4,18,-13,0.0
Cc1nc2ccccc2c(=O)n1NC(=O)c1cccc(Br)c1,-0.4,14,-13,-0.2
CC(=O)Oc1ccc(N2C(=O)CC(N3CCN(Cc4ccccc4)CC3)C2=O)cc1 (stereo unspecified),-1.9,-7,2,0.7
COc1ccccc1CNC(=O)c1ccc(/C=C2/Oc3ccccc3N(C)C2=O)cc1,-0.1,5,-7,0.2
CNC(=O)c1c(NC(C)=O)sc2c1CCCCC2,-1.2,-16,-3,-0.1
CCS(=O)(=O)Nc1cccc(-c2nc3cccnc3s2)c1,0.6,-5,-33,0.0
COc1ccc(CCN=Cc2cc([N+](=O)[O-])ccc2O)cc1OC,0.3,-11,-3,-0.3
O=C(Nc1cccnc1)c1cnn2cc(Br)cnc12,3.1,-10,-12,0.3
COc1ccc(S(=O)(=O)Nc2ccc(I)cc2)cc1[N+](=O)[O-],0.2,-5,-4,0.0
CN(C)c1cccc(Nc2nc(NC3CCN(Cc4ccccc4)CC3)c3ncn(C4CCCCC4)c3n2)c1,1.9,9,11,0.3
Cc1cccc(NC(=O)c2sc3ncn(Cc4ccccc4F)c(=O)c3c2C)c1,-1.8,1,2,0.1
COc1cc(NC(=O)C2COc3ccccc3O2)cnc1-c1cn[nH]c1 (stereo unspecified),0.6,-3,-77,-0.2
O=S(=O)(Nc1nnc(C2CCCCC2)s1)c1ccc(Cl)cc1,1.9,8,2,-0.2
Cn1c(CN2CCOCC2)nnc1SCC(=O)Nc1ccc(F)c(F)c1F,-0.2,6,7,0.3
COc1ccc(C2CC(=O)C3=C(C2)Nc2ccccc2NC3c2ccc(C)s2)cc1OC (stereo unspecified),-0.2,0,-2,0.0
COc1ccc(OC)c(S(=O)(=O)Nc2ccc3[nH]c(=O)[nH]c3c2)c1,-0.7,-16,1,0.0
CN1CCN(C2=C(Nc3ccc(Cl)cc3)C(=O)c3ccccc3C2=O)CC1,-0.6,-9,-9,0.0
COCCN1C(=O)c2ccccc2C(C(=O)N2CCN(C)CC2)C1c1ccc(F)cc1 (stereo unspecified),0.0,-4,-11,-0.2
Cc1c(C(=O)N2CCCCC2C)sc2nc(-c3ccccc3)cn12 (stereo unspecified),-0.6,10,-51,0.1
COc1ccccc1-c1cnc(N)c(N[C@H](C)c2ccccc2)n1,0.2,0,-2,-0.2
Cc1ccc(-c2cc(C(=O)N3CCCCC3C)no2)cc1 (stereo unspecified),-0.2,-8,-43,-0.1
O=C(Cc1ccccc1)NCC(=O)OCC(=O)c1ccc(Cl)c([N+](=O)[O-])c1,-0.1,11,6,0.1
COc1ccc(OC)c(/C=N/NC(=O)CSCc2ccc([N+](=O)[O-])cc2)c1,0.9,-4,7,0.0
O=[N+]([O-])c1c(NCCO)cc(N2CCN(C3CCCCC3)CC2)c2nonc12,2.2,-7,-4,-0.5
CCOC(=O)C1C(=O)NC(SCC(N)=O)=C(C#N)C1c1ccccc1OCC (stereo unspecified),-0.1,-7,2,-0.2
Cc1ccc(C)c(NC(=O)CSc2n[nH]c(-c3ccncc3)n2)c1,-2.0,9,1,-0.2
COc1cc2[nH]c(=S)n(CCc3ccccc3)c(=O)c2cc1OC,-0.8,-2,-3,-0.2
CN(C)S(=O)(=O)c1cccc(NC(=O)COC(=O)c2c[nH]c(=O)[nH]c2=O)c1,1.5,20,7,0.2
O=C(Nc1ccncc1[N+](=O)[O-])c1cccs1,-0.1,7,8,-0.2
CCc1cc2c(=O)c(Oc3ccc([N+](=O)[O-])cc3)coc2cc1OC(C)=O,0.3,4,2,-0.1
CN(C)CC(=O)Nc1ccc(Br)cc1[N+](=O)[O-],-1.5,-2,-9,-0.1
O=C(Nc1cccc([N+](=O)[O-])c1)C12CCC(CC1)C2,-0.5,-5,-6,0.0
COc1ccc(C(N)C(=O)N2CCN(c3ccc4[nH]ncc4c3)CC2)cc1 (stereo unspecified),1.5,16,4,-0.3
O=C(CN1C(=O)NC2(CCCC2)C1=O)Nc1ccccc1,-1.1,9,0,0.1
Cc1ccc(C(=O)COC(=O)CNC(=O)Cc2ccccc2)cc1,-1.4,0,9,0.2
CCCCOc1ccc(N2CC(C(=O)O)CC2=O)cc1 (stereo unspecified),-1.7,0,4,0.0
Cc1cccc(NS(=O)(=O)c2ccc3c(c2)C(C)(C)C(=O)N3C)c1C,-0.4,14,6,0.8
CC(=O)c1ccc(NC(=O)CSc2ccc(-c3ccccc3)nn2)cc1,0.3,2,6,0.0
CC(C1CC2CCC1C2)N1CC(O)=C(c2nc3ccccc3[nH]2)C1=N (stereo unspecified),-0.7,18,-8,0.1
CCCCc1ccc(NC(=O)c2ccc(OC(C)=O)cc2)cc1,-1.2,8,-8,0.1
CN(c1ccccc1)c1ccc(/C=C2/N=C(c3ccccc3)OC2=O)cc1,1.0,4,-1,0.3
COc1cc(NC(=O)c2ccccc2C)ccc1NC(=O)C(C)C,-0.9,5,-9,0.1
CCCn1cc(NC(=O)c2cnn3c(C(F)(F)F)cc(-c4ccccc4)nc23)cn1,1.3,-4,-9,0.0
Cc1cccc(OCCn2c(NC(=O)c3ccco3)nc3ccccc32)c1,0.3,4,1,-0.2
COc1ccc(NC(=O)Cc2ccc(Br)cc2)cc1,0.6,0,-33,0.2
CN(CC(=O)Nc1ccc(F)c(F)c1F)c1cnccn1,1.3,1,0,0.2
COCCn1c(SCc2nc3ccccc3c(=O)[nH]2)nnc1-c1ccncc1,-0.3,11,2,0.0
Cc1nnc(NC(=O)c2ccc(Oc3ccccc3)cc2)s1,1.4,19,-44,0.2
# New compounds follow:
SMILES,GPR151 activ,MITF inh,TEAD-YAP block,FBW7 act
CCCc1nnc(SCC(=O)N2CCOCC2)n1CC,0.9,2,-4,0.0
O=C(COC(=O)c1cccnc1)Nc1ccc(Cl)cc1,-0.9,-8,11,0.0
C=CCNc1nc(-c2sc(NC(C)=O)nc2C)cs1,1.3,0,-48,0.1
O=C(COc1ccc(Cl)cc1Cl)Nc1nc2ccccc2[nH]1,-0.7,-1,15,-0.2
COc1ccc(C(=O)NC(=S)NCCc2ccccc2)cc1,0.6,27,5,0.3
NS(=O)(=O)c1ccc(N/N=C/c2c(O)ccc3ccccc23)cc1,-0.3,0,1,0.0
CCS(=O)(=O)N1Cc2ccccc2CC1C(=O)OCc1ccc(C#N)cc1 (stereo unspecified),-1.3,7,1,-0.1
CCN1C(=O)N(c2cc(C)cc(C)c2)S(=O)(=O)c2ccccc21,-1.0,-3,-5,0.1
CCN(CC)c1ccc2cc(-c3nnc(-c4cccs4)o3)c(=O)oc2c1,0.7,-1,-3,0.1
CCOc1ccc(N2C(=O)CC(Sc3nccc(C)n3)C2=O)cc1 (stereo unspecified),-0.4,2,-4,0.1
COc1ccc(CCNC(=O)c2ccnc(-c3ccc(N4CCN(C)CC4)cc3)c2)cc1,-2.2,8,2,0.1
CN(C)S(=O)(=O)N1CCC(Oc2cccc(C(=O)NC3CCOC3)c2)CC1 (stereo unspecified),3.2,2,3,0.0
O=C(Nc1cc(Oc2ccccc2)cc([N+](=O)[O-])c1)c1cccc(Cl)c1,-1.6,-12,-4,0.0
CC1CCN(C(=O)CSc2nc3ccccc3c(=O)n2CCC(=O)N2CCN(c3ccccc3)CC2)CC1,-0.1,7,-1,-0.1
Clc1ccc(-c2ncnn2-c2ccccc2Cl)cc1,0.0,-2,3,0.1
Cc1ccc(N2C(=O)C3C4C=CC(C4)C3C2=O)c([N+](=O)[O-])c1 (stereo unspecified),0.4,-12,3,0.0
Fc1ccc(CN2CCc3nnc(C4CCCO4)n3CC2)cc1 (stereo unspecified),0.0,8,1,0.0
CC(C)n1nnnc1C(c1ccc(F)cc1)N1CCN(c2ccccc2F)CC1 (stereo unspecified),-0.6,-5,2,-0.1
CC1SCC(=O)N(CC(=O)Nc2cccc(F)c2)C1=O (stereo unspecified),0.7,2,-10,-0.1
Cc1ccnc2nc(C(=O)Nc3cccc(S(=O)(=O)N(C)C)c3)nn12,-2.0,-5,0,-0.1
FC(F)(F)c1ccc(Cn2cnc3c(NCc4ccccc4)nc(Nc4ccc5ncccc5c4)nc32)cc1,0.0,0,-14,0.0
O=C(COS(=O)c1ccccc1)Nc1cc(Cl)ccc1N1CCOCC1 (stereo unspecified),-0.4,7,-4,0.2
NS(=O)(=O)c1cccc(NC(=O)Cc2ccccc2)c1,0.0,4,10,0.0
O=C(Cn1cc(-c2nnc(-c3ccco3)o2)c2ccccc21)N1CCOCC1,-1.9,-6,-3,0.0
COc1cc2nc(CN3CCN(C/C=C/c4ccccc4)CC3)nc(N)c2cc1OC,0.5,0,-5,-0.1
CCOCCCNC(=O)c1c[nH]c2ccc(S(=O)(=O)N(C)c3ccc(C(C)C)cc3)cc2c1=O,1.6,-5,-2,0.0
CCS(=O)(=O)Nc1cccc(N2CCC(N[C@H](C(=O)OC)c3ccccc3)CC2)c1,-0.9,5,-1,0.0
O=C(O)c1ccc2c(=O)[nH][nH]c(=O)c2c1,0.3,0,15,0.3
Cc1cccc(C(=O)NNC(=O)c2c(O)c3ccccc3[nH]c2=O)c1,0.3,2,5,0.0
CC1CCN(c2nc3c(c(=O)[nH]2)CCN(C(=O)C(C)C)C3)CC1,0.2,1,4,0.0
CCOc1ccc(C(=O)Nc2c3c(nn2-c2ccccc2C)CS(=O)C3)cc1OCC (stereo unspecified),-0.7,6,-6,0.1
O=C1c2ccc([N+](=O)[O-])cc2C(=O)N1c1ccccc1Cl,1.4,-4,6,0.0
Nc1ccc2nc(SCC(=O)Nc3ccc4nc(SCC(=O)N5CCOCC5)sc4c3)sc2c1,1.0,13,-7,-0.3
N=c1sccn1CC(=O)NC1CCCc2ccccc21 (stereo unspecified),0.5,7,8,0.0
CCN1CCN(CCC(=O)Nc2ccccc2OC)CC1,-0.8,11,3,-0.1
CC(C)n1cnc2c(Nc3ccccc3)nc(Nc3ccccc3)nc21,0.6,13,3,0.1
O=C(Nc1nc2ccccc2n1CCOc1ccccc1)c1cccc(F)c1,-0.9,-2,6,0.3
Cn1c(=O)c2[nH]c(N3CCCCC3)nc2n(C)c1=O,-0.5,-9,12,-0.1
CCOC(=O)CN1C(=O)C(O)(CC(=O)c2cc(C)ccc2C)c2ccccc21 (stereo unspecified),1.0,5,-6,-0.2
COc1ccc(NC(=O)CNNC(=O)COc2ccccc2Cc2ccccc2)cc1,3.4,0,9,0.1
